# Screens as filed in PubChem BioAssay.
# ST2 inh – inhibitors of human ST2 (IL1RL1) binding to IL-33, primary screen, biochemical, AlphaLISA. AlphaLISA ST2-Fc/biotin-IL-33 interaction, 1 h. Interleukin-1 receptor-like 1 (Homo sapiens), Q01638. 2.3% of 78,000 active. inhibition, % for hits at 17 µM; in the data active = inhibition above about 30%; inconclusive = mostly about 10% to 28%
# Target sequence (Q01638 whole entry, looked up): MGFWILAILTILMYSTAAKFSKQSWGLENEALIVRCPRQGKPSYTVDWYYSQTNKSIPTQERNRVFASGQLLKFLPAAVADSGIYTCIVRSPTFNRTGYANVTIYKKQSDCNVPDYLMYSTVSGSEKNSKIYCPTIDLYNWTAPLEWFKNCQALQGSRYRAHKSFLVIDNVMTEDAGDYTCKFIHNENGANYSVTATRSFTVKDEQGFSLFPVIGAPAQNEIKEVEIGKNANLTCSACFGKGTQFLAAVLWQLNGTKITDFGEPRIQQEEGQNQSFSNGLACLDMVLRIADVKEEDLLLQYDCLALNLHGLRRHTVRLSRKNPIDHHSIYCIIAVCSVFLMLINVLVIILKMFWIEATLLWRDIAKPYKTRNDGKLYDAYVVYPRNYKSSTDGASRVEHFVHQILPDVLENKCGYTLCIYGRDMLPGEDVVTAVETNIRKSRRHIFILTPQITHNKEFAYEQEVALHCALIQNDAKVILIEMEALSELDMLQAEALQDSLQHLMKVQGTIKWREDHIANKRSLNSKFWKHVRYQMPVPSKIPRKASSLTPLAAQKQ
# An asterisk follows results filed as active; i = inactive; ? = inconclusive. These rows are one share of the data, so the mix of outcomes need not match the whole.
molecule	ST2 inh
CC1(C)C(c2ccccc2)=NC(c2ccccc2F)N1O (stereo unspecified)	i
CCOC(=O)C(C)Sc1nc(C)nc2c1c(=O)n(C)c(=O)n2C (stereo unspecified)	i
O=c1[nH][nH]c(=O)c2c(N=Cc3ccc(Br)s3)cccc12	i
Cc1ccc2c(c1)c1nc3ccccc3nc1n2C(C)C	?
CC(O)CNc1ccc([N+](=O)[O-])cc1Cl (stereo unspecified)	i
CCOc1ccc(N2CC(NC(=O)C3CCCC3)CC2=O)cc1 (stereo unspecified)	i
COCC(=O)N1CCN(S(=O)(=O)c2ccccc2)C[C@H]1C(=O)N[C@@H](CC1CCCCC1)C(N)=O	i
COc1ccc(N2C(=O)CSC2c2ccc(Cl)cc2Cl)cc1 (stereo unspecified)	i
COc1ccc(C(=O)N[C@H]2CO[C@H]3[C@@H]2OC[C@@H]3n2cc(CC3CCCCC3)nn2)cc1	?
Cc1ccc(Cl)cc1NC(=O)c1ccc(OC(C)C)cc1	i
COc1cc(OC)c(OC)cc1CNC(C)C1COc2ccccc2O1 (stereo unspecified)	i
CCOc1cc(C2Nc3ccccc3-c3nnc(SC)nc3O2)ccc1OC (stereo unspecified)	i
Cn1c(=O)cc(SCC(=O)NCCN2CCOCC2)c2ccc(Cl)cc21	i
O=C(CN1C(=O)c2ccccc2C1=O)Oc1cccc2cccnc12	i
Cc1ccc2nc(CN(C)C(=O)c3cc(CC(C)C)on3)[nH]c2c1	i
COc1ccc(/C=c2\sc3n(c2=O)CN(c2cccc(F)c2)CN=3)cc1OC	i
NC(=O)c1ccc(NS(=O)(=O)c2cccc3nsnc23)cc1	i
O=C(O)c1cc(-c2ccoc2)cc(S(=O)(=O)N2CCCC2)c1	?
COCCCNC(=O)c1cc2c(=O)n3cccc(C)c3nc2n(C(C)C)c1=N	?
O=C(NCCC1=CCCCC1)c1cc(=O)[nH]c2ccc(S(=O)(=O)N3CCOCC3)cc12	i
COc1ccccc1CN(Cc1cccnc1)Cc1ccoc1	?
NC1=NCC2c3ccccc3Cc3ccccc3N12 (stereo unspecified)	i
CN(C)C[C@H]1O[C@@H](CO)[C@@H](O)[C@H]1N1CCN(c2ccc(F)cc2)CC1	?
CC(C)(C)NS(=O)(=O)c1ccc2c(c1)CCN2C(=O)C1CC1	i
Cc1nc(CN(C)C2CCc3c(c(C(=O)N(C)C)nn3CC3CCCCC3)C2)cs1 (stereo unspecified)	i
O=C(/C=C/c1ccc(O)cc1)c1ccc(O)cc1O	?
CCNC(=O)N[C@H]1CC[C@]2(C)CCC([C@H](C)C(=O)N(CCOC)CCOC)[C@H](O)[C@H]2[C@@H]1C (stereo partly specified)	i
O=C(Nc1ccc(Oc2ccccc2)cc1)O[C@@H]1CO[C@H]2[C@@H]1OC[C@@H]2NCC1CCCCC1	i
CC1(C)CC(=O)C2=C(C1)Nc1ccccc1N(C(=O)C(F)(F)F)C2c1cccc([N+](=O)[O-])c1 (stereo unspecified)	i
O=C(c1ccc2nc3cc(Cl)ccc3c(=O)n2c1)N1CCCCC1	i
CN1C[C@@H]2CC[C@H](CC1=O)N2C(=O)c1cc2ccccn2n1	?
CC(=O)c1ccc(NC(=O)N2C[C@@H]3C[C@H](C2)c2ccc(NC(=O)C4CCCCC4)c(=O)n2C3)cc1	i
Cc1nn(C)c(C)c1-c1ccnc(NCc2ccc3c(c2)OCO3)n1	?
CN(C)CCN1C(=O)C2C3c4ccccc4C(c4ccccc43)C2C1=O (stereo unspecified)	i
O=C(c1ccc(Cl)cc1)n1c(=O)oc2ccc(Cl)cc21	i
CN1C(=O)CO[C@H]2CN(Cc3c[nH]c4ccccc34)C[C@H]21	?
COc1ccc(OC)c(C2CCN(c3ncnc4[nH]ccc34)C2)c1 (stereo unspecified)	i
CCCCN(Cc1ccccc1)S(=O)(=O)c1ccc2c(c1)CCC(=O)N2	i
O=C1N=c2ccc(Br)cc2=C1c1sc(=O)[nH]c1O	i
COCCN(Cc1cccs1)Cc1coc2ccc(C)cc2c1=O	?
CC(=O)c1c(NC(=O)c2ccccc2)nc(C)nc1-c1ccccc1	i
CCCOc1ccc(N2C(=O)CC(N3CCSCC3)C2=O)cc1 (stereo unspecified)	i
CCCn1cnc2c1CN(C(=O)CCC(=O)O)[C@H](C(=O)OC)C2	i
O=C1CCCCCN1CCC(=O)N1CCOC(CCCc2ccccc2)C1 (stereo unspecified)	i
Cc1ccc(-c2cccc(C(=O)N(C)Cc3nncn3C(C)C)c2)o1	?
CC1(C(=O)NCc2cccnc2)CCC(=O)N1Cc1ccccc1Cl (stereo unspecified)	i
CCSCCOC(=O)C1=C(C)NC2=C(C(=O)CC(C)(C)C2)C1c1ccc(F)cc1 (stereo unspecified)	i
O=C(NCCCc1ccccc1)c1ccc(Nc2cc(-c3ccccc3)ncn2)cc1	i
CCOc1ccccc1Nc1sc(C(=O)c2ccccc2)c(N)c1C#N	i
Cc1c(NS(=O)(=O)c2ccc3c(c2)c(=O)n(C)c(=O)n3C)c(=O)n(-c2ccccc2)n1C	i
CC(=O)c1ccc(N2C[C@@H]3CN(c4ncccn4)C[C@]3(C(=O)O)C2)nc1	i
Cc1ccc(Cl)cc1-n1c(CCN)n[nH]c1=O	i
CCCCn1c(=N)c(C#N)cc2c(=O)n3cc(C)ccc3nc21	?
CC1CCC(c2ccc(O)cc2)(c2ccc(O)cc2)CC1	i
CCCCN(C)c1nc(CC)c2c(c1C#N)CC(C)(C)OC2	i
O=C1c2cccc3cccc(c23)C(=O)N1CCc1ccccc1	?
CCc1ccc(C2CC(c3cccc(Br)c3)n3nc(N)nc3N2)cc1 (stereo unspecified)	i
COC(=O)c1ccc2c(c1)NC(=O)C(N1CCOCC1)S2 (stereo unspecified)	i
CCC(C)NC(=O)Cn1cnc2sc(C)c(S(=O)(=O)N3CC(C)CC(C)C3)c2c1=O (stereo unspecified)	i
Cc1cc(-c2ccc(-c3ccn[nH]3)cc2)nc(N)n1	?

# (listing goes on)
SMILES	ST2 inh
Cc1ccc(-c2noc(COc3ccccc3Cl)n2)cc1	i
O=C1C(=O)N(C/C=C/c2ccccc2)c2ccccc21	?
COc1ccc(-n2nc(C(=O)NCc3cccs3)c3c4ccccc4n(C)c3c2=O)cc1Cl	i
COc1ccc(C2Nc3ccccc3NC3=C2C(=O)CC(c2ccccc2)C3)cc1Br (stereo unspecified)	i
CCOC(=O)c1c(C)n(CC)c2ccc(OC(=O)COc3ccc(Cl)cc3)cc12	i
COC[C@H]1CCCN1C(=O)C[C@@H]1O[C@H](CNC(=O)c2ccco2)[C@@H](O)[C@H]1O	i
O=c1cc(CO)occ1O	?
CC(=O)c1ccc(Oc2ncnc(N)c2[N+](=O)[O-])cc1	i
C=CCOc1ccc(/C=C2\SC(=O)N(CC(=O)N3CCOCC3)C2=O)cc1OC	40%*
O=C1C=CC(=NOC(=O)c2ccc(Cl)cc2)C=C1	?
CCn1c2ccccc2c2cc(CN3CCC(N4CCN(CCO)CC4)CC3)ccc21	i
CC(Sc1ccc(Cl)cc1)C(=O)N1CCN(c2ccccc2)CC1 (stereo unspecified)	i
Cc1cccc(NC(=O)C2c3ccccc3C(=O)N3CCc4ccccc4C23)n1 (stereo unspecified)	i
CCCS(=O)(=O)N1CCCC(C(=O)NCCCN2CCC(C)CC2)C1 (stereo unspecified)	?
CC(C)(C)C(=O)N1CC[C@H]2CC(=O)N(C3CCCCC3)CC[C@H]2C1	i

# An excerpt of these results, as labelled records:
> O=c1cc(CO)occ1O
  ST2 inh: ?
> CC(=O)c1ccc(Oc2ncnc(N)c2[N+](=O)[O-])cc1
  ST2 inh: i

# The list goes on.
SMILES	ST2 inh
Cc1cc(N(C)C)nc(Nc2ccc(NC(=O)c3ccccc3C(F)(F)F)cc2)n1	i
O=C(NCc1cccnc1)c1ccc2c(c1)N(Cc1ccccc1)C(=O)CS2	i
COc1cc(-c2cc(C)ccc2F)nc(N)n1	i
Cc1sc2ncnc(SCC(=O)Nc3sc(-c4ccccc4)cc3C(N)=O)c2c1C	?
CC1(C)CC(=O)C2=C(C1)Nc1ccccc1NC2c1cccc(O)c1O (stereo unspecified)	i
Cn1c(=O)c2c(nc(Oc3ccccc3)n2C)n(C)c1=O	i
CN(CCCC1CCCO1)Cc1ccc2c(c1)OCCO2 (stereo unspecified)	i
CCOC(=O)C1C(=O)C=C(c2ccc(F)cc2)CC1c1cccs1 (stereo unspecified)	i
COC(=O)[C@H]1CN(C(=O)c2ccc(OC)cc2)CCN1C(=O)c1cccnc1	i
c1ccc(Cc2c[nH]c3ccccc23)cc1	i
CN(C)c1ccc(CN2CCCC(O)C2)cc1 (stereo unspecified)	?
COc1ccc(CN2CCN(C(=O)c3cc(OC)c(OC)c(OC)c3)CC2)cc1Br	i
Cc1ccc(S(=O)(=O)Cc2noc([C@@H]3C[C@@H](O)CN3Cc3cc4ccccc4o3)n2)cc1	i
O=C(c1ccccc1)N1CCN(C(=O)c2cccs2)CC1	?
Cc1ccc(N=Cc2cc3ccccc3[nH]c2=O)cc1	?
CCCCc1cc(=O)[nH]c(-c2ccc(CN3C[C@@H](C)O[C@@H](C)C3)cc2)n1	i
O=C(CCc1ccccc1)Nc1ccnn1C1CCN(CC2CC=CCC2)CC1 (stereo unspecified)	?
CC1(O)N(CCN)C(=O)OC12CCCCC2 (stereo unspecified)	i
CC(NC1CCN(c2ccc(C(=O)NCc3cccnc3)cc2)CC1)c1cccs1 (stereo unspecified)	i
CCCc1cc(C(=O)Nc2cccc(O)c2)no1	i
CCc1ccc(CC)c(S(=O)(=O)Nc2ccc(O)c(C(=O)O)c2)c1	i
O=c1[nH]c2ccc(S(=O)(=O)Nc3ccc(C(F)(F)F)cc3)cc2[nH]c1=O	i
COc1ccccc1C(=O)C1CCCN(c2ccc(-c3nc(C)no3)cn2)C1 (stereo unspecified)	i
Cn1c(=O)[nH]c(=O)c2c1nc(SCC(=O)O)n2Cc1ccccc1Cl	i
CC(=O)c1ccc(N2CCOc3c(O)cc(-c4nc(C)cnc4C)cc3C2)nc1	i
Cc1nc(C)c(CC(=O)N2CCC(O)(c3ccccc3C)C2)c(=O)[nH]1 (stereo unspecified)	i
CN1CCC2(CCN(C(=O)CN3CCNCC3)CC2)C1	?
COc1ccc(S(=O)(=O)N2CCN(c3nc(C)cc(Nc4ccc(C)cc4)n3)CC2)cc1OC	?
COc1ccc(Nc2ncnc3c2cnn3-c2ccc(C)cc2C)cc1	i
CC(=O)N1CC[C@H](c2nc3cc(C)ccc3o2)C1	?
CCCCc1nc2cc(C(=O)N3CCCCC3C(=O)OC)ccc2o1 (stereo unspecified)	i
C=CCNC(=O)c1ccc(Cl)cc1Cl	i
CCOc1ccc(OCC(=O)Nc2c(C(=O)Nc3cccc(F)c3)oc3ccccc23)cc1	i
COc1ccccc1OC(C)(C)C(=O)N1CCC(O)(CN(C)C)C1 (stereo unspecified)	i
COc1ccc(C(=O)Nc2ccc(Nc3nc(C)cc(N(C)C)n3)cc2)cc1OC	?
CCOc1ccc(NS(=O)(=O)c2ccc(NS(=O)(=O)c3ccccc3)cc2)cc1	?
COc1ccc(Nc2c(-c3ccc(O)cc3)nc3cnccn23)cc1	i
Nc1cc(S(=O)(=O)c2ccc(O)c(N)c2)ccc1O	i
Cn1c(=O)c2c(-c3ccccc3)n3ncccc3c2n(C)c1=O	i
Cc1cc2c(cc1C)NC(CC(=O)Nc1ccccc1C)C(=O)N2 (stereo unspecified)	i
O=C(NC1CCCCC1)C(Cc1ccccc1)NS(=O)(=O)c1cccs1 (stereo unspecified)	i
COCCCN1C(=O)C(=O)C(=C(O)c2ccc(S(=O)(=O)N(C)C)cc2)C1c1ccccc1F (stereo unspecified)	i
CN(C)c1ccc(-c2noc([C@@H]3CCCN3Cc3ccccc3)n2)cn1	i
O=C(c1ccccc1F)N1CCN=C1SCc1c(F)cccc1Cl	i
Cc1nn(C)cc1CN1CCOc2ccc(C3=Cc4ccccc4CC3)cc2C1	i
NCC(=O)Nc1ccc(-c2cccc(C(F)(F)F)c2)cc1F	i
COc1ccc(CN2CCCCC2)c(OC)c1C	i
COc1ccc2c(c1)sc(=NC(=O)CSCC(=O)N1CCc3ccccc31)n2C	i
O[C@@H]1C[C@@H](c2nc(Cc3ccc(F)cc3Cl)no2)N(CC2CCCCC2)C1	i
COc1cc(-c2nc3cnccn3c2Nc2ccc3c(c2)OCCO3)ccc1O	i
CC(C)(CO)NC(=O)c1ccc(Cl)c(S(=O)(=O)N2CCCCC2)c1	i
Cc1nc2ccccc2nc1SCC(=O)N1CCCCCC1	i
CCn1cc(C(=O)NCCCOC)c(=O)c2cc(S(=O)(=O)N(C)C3CCCCC3)ccc21	i
N#CSCC(=O)c1ccccc1	i
C=CCN1C(=O)C(C#N)=C(C)/C(=C\c2ccc(-c3ccc4c(c3)COC4=O)o2)C1=O	?

# Filtered by structure: the entries above containing an NH in an aromatic ring.
SMILES	ST2 inh
O=c1[nH][nH]c(=O)c2c(N=Cc3ccc(Br)s3)cccc12	i
Cc1ccc2nc(CN(C)C(=O)c3cc(CC(C)C)on3)[nH]c2c1	i
O=C(NCCC1=CCCCC1)c1cc(=O)[nH]c2ccc(S(=O)(=O)N3CCOCC3)cc12	i
CN1C(=O)CO[C@H]2CN(Cc3c[nH]c4ccccc34)C[C@H]21	?
COc1ccc(OC)c(C2CCN(c3ncnc4[nH]ccc34)C2)c1 (stereo unspecified)	i
O=C1N=c2ccc(Br)cc2=C1c1sc(=O)[nH]c1O	i
Cc1ccc(Cl)cc1-n1c(CCN)n[nH]c1=O	i
Cc1cc(-c2ccc(-c3ccn[nH]3)cc2)nc(N)n1	?
c1ccc(Cc2c[nH]c3ccccc23)cc1	i
Cc1ccc(N=Cc2cc3ccccc3[nH]c2=O)cc1	?
CCCCc1cc(=O)[nH]c(-c2ccc(CN3C[C@@H](C)O[C@@H](C)C3)cc2)n1	i
O=c1[nH]c2ccc(S(=O)(=O)Nc3ccc(C(F)(F)F)cc3)cc2[nH]c1=O	i
Cn1c(=O)[nH]c(=O)c2c1nc(SCC(=O)O)n2Cc1ccccc1Cl	i
Cc1nc(C)c(CC(=O)N2CCC(O)(c3ccccc3C)C2)c(=O)[nH]1 (stereo unspecified)	i
